High-throughput results as filed in PubChem.
PGC1a acetyl inh: lowers PGC1a acetylation signal in U2OS cells | AID 651687 | 350,000 compounds, 0.17% hits | inhibition, % at 15.6 µM | AlphaScreen anti-acetyl-lysine; with virally co-expressed GCN5 acetyltransferase;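 active = every replicate shows inhibition of at least 40%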;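 also: 0% = neutral control wells and 100% = positive control wells; some results beyond the cut were filed as inactive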
RAD54 branch: RAD54 (human) branch migration inhibition; Q92698; RAD54 Holliday junction branch migration, FAM/BHQ fluorescence; inhibition, % at 10.4 µM; 360,000 compounds, 0.14% hits;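 active = mean normalized replicate activity at least 40 and at least half of replicates scoring 40 or more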;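 also: 0% = median of neutral control wells and 100% = median of positive control wells; inhibitors cause a drop in the FAM fluorescence signal; in these data hits start at about 50%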
Target sequence (Q92698 whole entry, looked up): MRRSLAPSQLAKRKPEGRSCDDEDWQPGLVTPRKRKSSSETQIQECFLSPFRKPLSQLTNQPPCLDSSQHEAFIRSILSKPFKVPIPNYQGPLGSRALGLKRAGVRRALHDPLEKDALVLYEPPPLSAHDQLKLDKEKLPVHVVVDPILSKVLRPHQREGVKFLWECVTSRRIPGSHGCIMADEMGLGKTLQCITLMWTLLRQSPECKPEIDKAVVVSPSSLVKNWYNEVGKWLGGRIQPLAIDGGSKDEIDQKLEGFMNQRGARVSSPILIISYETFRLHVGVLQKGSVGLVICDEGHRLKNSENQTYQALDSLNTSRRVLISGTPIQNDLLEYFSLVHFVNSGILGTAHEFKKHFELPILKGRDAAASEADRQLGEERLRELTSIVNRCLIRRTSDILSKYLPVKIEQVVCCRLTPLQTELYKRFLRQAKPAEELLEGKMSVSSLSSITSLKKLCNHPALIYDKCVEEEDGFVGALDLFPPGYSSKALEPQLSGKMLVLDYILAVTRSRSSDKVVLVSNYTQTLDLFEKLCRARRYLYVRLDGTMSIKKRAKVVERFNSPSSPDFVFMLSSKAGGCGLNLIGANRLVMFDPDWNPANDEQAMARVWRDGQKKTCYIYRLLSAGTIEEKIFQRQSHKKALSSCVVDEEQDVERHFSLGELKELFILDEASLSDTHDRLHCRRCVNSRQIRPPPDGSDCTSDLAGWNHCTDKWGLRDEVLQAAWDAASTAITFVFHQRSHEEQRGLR
Cneo AK release: causes C. neoformans cell lysis | adenylate kinase release luminescence, 4 h; normalised: neutral wells 0, clomiphene wells 100 | lysis activity, % at 15 µM | 360,000 compounds, 0.2% hits | AID 651654;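 active = mean lysis activity across replicates of at least 80%, whatever share of replicates individually reach that level; inactive = mean lysis activity below 80%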
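Material: C. neoformans cells; Schedule: 4 h static compound exposure, 37 °C, read 1 h post-reagent; Measured by: adenylate kinase release luminescence; Read-out: signal increase indicating cell lysis; Controls: Clomiphene as positive lysis control.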
E-selectin induc: E-selectin induction on HUVECs. activation, % at 7.58 µM. 260,000 compounds, 0.37% hits. HUVEC E-selectin immunofluorescence imaging; normalized: neutral wells 0, TNF-alpha wells 100;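 active = mean E-selectin-positive cell signal at least 10% of the positive control, reached in at least 60% of replicates, without over 20% cell loss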;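 also: in these data hits start at about 27%; measured in HUVEC primary endothelial cells; signal is the percent of cells scored E-selectin positive by PE staining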
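Assay system: HUVEC, human umbilical vein endothelial cells / Amount: 3,000 HUVEC/well / Controls: TNF-alpha positive control, DMSO neutral control / Compound dosing: single concentration / Medium: EGM-2 over gelatin coat / Evaluation: percent E-selectin-positive cells / Signal: immunofluorescence imaging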
miR-122 sensor: inhibitors of miR-122 in Huh7 cells | Huh7 miR-122 Renilla luciferase sensor, 48 h; neutral wells = 0, positive control = 100 | activation (reporter increase), % at 12.5 µM | 340,000 compounds, 0.3% hits | AID 602342;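 active = mean replicate activation score at least 90 and every replicate individually at or above 90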;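 also: higher luciferase means less miR-122 activity so hits act as miR-122 inhibitors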
RAD52 inh: inhibitors of human RAD52 DNA annealing | recombinant RAD52 DNA annealing, FRET fluorescence | AID 651710 | 360,000 compounds, 0.46% hits | P43351 | inhibition, % at 18.7 µM;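 active = every replicate showing at least 50% inhibition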
PglD DTNB: inhibitors of Campylobacter jejuni PglD acetyltransferase; purified PglD enzyme, DTNB colorimetric CoA detection; inhibition, % at 12.5 µM; 360,000 compounds, 0.098% hits; AID 602405; in the data active = inhibition above about 16%, passing the limit was not always enough; also: strong numbers were not always called active
ERAP1 HTS inh: inhibitors of human ERAP1 aminopeptidase. Q9NZ08. recombinant ERAP1, Leu-AMC fluorescence, 60 min. inhibition, % at 10.7 µM. 340,000 compounds, 0.15% hits;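 active = mean replicate inhibition of at least 30%, or all replicates individually reaching that 30% level; inactive = mean below 30% and not every replicate reaching it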;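 also: 0% = neutral control wells and 100% = L-leucinethiol positive control wells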
The depositor's hits bear a star; . = not tested or not shown; [ ] = remark or other dose.

The opening 2 entries as a preview:
SMILES	PGC1a acetyl inh	RAD54 branch	Cneo AK release	E-selectin induc	miR-122 sensor	RAD52 inh	PglD DTNB	ERAP1 HTS inh
C[C@H]1CN([C@@H](C)CO)C(=O)Cc2cc(NC(=O)Cc3cn(C)c4ccccc34)ccc2O[C@H]1CN(C)S(=O)(=O)c1cn(C)cn1	-5	-2	0	0.1	0[16.7 µM]	-2	-1	-1
CO[C@H]1CN(C)C(=O)c2ccc(NC(=O)Nc3ccccc3F)cc2OC[C@H](C)N(C(C)=O)C[C@H]1C	1	6	-1	0.2	9[16.7 µM]	-1	-4	1

This part in full, from the start:
SMILES	PGC1a acetyl inh	RAD54 branch	Cneo AK release	E-selectin induc	miR-122 sensor	RAD52 inh	PglD DTNB	ERAP1 HTS inh
C[C@H]1CN([C@@H](C)CO)C(=O)Cc2cc(NC(=O)Cc3cn(C)c4ccccc34)ccc2O[C@H]1CN(C)S(=O)(=O)c1cn(C)cn1	-5	-2	0	0.1	0[16.7 µM]	-2	-1	-1
CO[C@H]1CN(C)C(=O)c2ccc(NC(=O)Nc3ccccc3F)cc2OC[C@H](C)N(C(C)=O)C[C@H]1C	1	6	-1	0.2	9[16.7 µM]	-1	-4	1
COc1ccc(-c2ccnc(-c3ccc(OCCCF)cc3)n2)cc1	-2	-16	-1	.	9	.	3	.
C[C@@H]1CN([C@H](C)CO)C(=O)Cc2cc(NC(=O)Nc3cccc4ccccc34)ccc2O[C@@H]1CN(C)C(=O)NC1CCCCC1	-17	-1	11	.	121*[16.7 µM]	-3	2	2
O=C(c1ccncc1)N1CCc2ccccc2C1	-1	10	0	2.4	-5	-1	2	-5
O=C(NNC(=O)c1cccs1)c1ccc(Br)cc1	0	.	.	.	0	-28	.	1
C[C@H]1CN([C@@H](C)CO)C(=O)c2cc(NS(=O)(=O)c3cn(C)cn3)ccc2O[C@H]1CN(C)S(C)(=O)=O	9	1	4	9.8	-1[16.7 µM]	-4	-5	1
CC(=O)NCCn1c(SCc2ccc(C)cc2)nc2ccccc2c1=O	2	3	-2	.	20	.	-4	.
O=C(Cc1ccncc1)N1CC(=O)N2[C@H](C1)[C@@H](c1ccc(Br)cc1)[C@@H]2CO	9	.	.	-0.1	.	-11	.	1
Cc1cccc(C)c1OCCn1nnc2ccccc21	5	0	2	0.0	-2	-17	3	.
CC(C)NC(=O)Nc1ccc2c(c1)C(=O)N([C@H](C)CO)C[C@@H](C)[C@@H](CN(C)C(=O)Nc1ccc3c(c1)OCO3)O2	2	9	-1	-0.3	0[16.7 µM]	8	0	5
C[C@@H]1CN([C@H](C)CO)C(=O)c2cc(NC(=O)Cc3cn(C)c4ccccc34)ccc2O[C@@H]1CN(C)C(=O)Nc1ccc(C(F)(F)F)cc1	4	-8	0	0.1	-10[16.7 µM]	-3	0	-3
C[C@@H]1CN([C@H](C)CO)C(=O)c2cc(NC(=O)c3ccncc3)ccc2O[C@@H]1CN(C)C(=O)Nc1ccc2c(c1)OCO2	-9	5	-3	40*	0[16.7 µM]	-6	6	-3
CCN(Cc1nc2ccccc2c(=O)[nH]1)Cc1nc2cc(OC)c(OC)cc2c(=O)[nH]1	.	-7	-10	.	-5	.	2	.
CCOc1ccc(/C=C/C(=O)Nc2ccc(N3CCOCC3)cc2)cc1	-1	2	0	.	-5	.	7	.

Later entries.
SMILES	PGC1a acetyl inh	RAD54 branch	Cneo AK release	E-selectin induc	miR-122 sensor	RAD52 inh	PglD DTNB	ERAP1 HTS inh
Cc1nnc(NCc2n[nH]c(=O)c3ccccc23)c2ccccc12	-5	-1	0	.	-1	-3	-1	-2
O=C(c1ccccn1)N1CC[C@@H]2[C@H](CO)Nc3ccc(-c4ccccc4F)cc3[C@@H]21	-4	-9	-3	-0.2	6[16.7 µM]	-3	3	2
CCN(C(=O)c1cc2cccc(OC)c2oc1=O)c1ccccc1	-3	0	2	.	-5	.	-4	.
O=C(O)CCCCNS(=O)(=O)/C=C/c1ccccc1	4	.	.	-0.3	.	-5	.	2
COc1cccc(CNS(=O)(=O)c2c(C)[nH]c(C)c2C(=O)N2CCCCC2)c1	-6	-2	0	.	4	-10	-2	-5
CCN(CC)CC(=O)Nc1sc(C)cc1C(=O)c1ccccc1	-5	-7	4	0.0	-2	-7	-4	0
CC(=O)Nc1cccc(-c2ccnc3c2CC(C(=O)Nc2cccc(OC(F)(F)F)c2)O3)c1 (stereo not drawn)	7	-2	0	0.0	-2	-15	8	2
C=C(C)CSc1nc2sc3c(c2c(=O)n1C1CCCCC1)CCN(C)C3	-4	7	-1	.	-5	-8	-2	-3
O=C(Nc1ccccc1)c1oc2ccccc2c1NC(=O)C1CC1	-2	2	-1	1.4	-3	6	0	-1
C[C@@H]1CN([C@@H](C)CO)S(=O)(=O)c2ccc(C#CC(C)(C)O)cc2O[C@H]1CN(C)C	-14	-10	9	-0.7	-7[16.7 µM]	9	-1	0
O=C(CCCCCCCCC(=O)N/N=C/c1ccco1)N/N=C/c1ccco1	.	-11	-1	.	-2	-5	5	-3
CC1(C(=O)NS(=O)(=O)c2cccc(Cl)c2)CCN1C(=O)Cc1ccccc1 (stereo not drawn)	11	-5	0	-0.1	1	-9	-2	10
O=C(C1CC1)N1CC[C@@H]2[C@@H](CO)Nc3ccc(-c4ccc(F)cc4)cc3[C@@H]21	3	0	5	0.5	0[16.7 µM]	-19	-2	0
Cc1ccccc1OCCCCc1c(C)n[nH]c1C	-29	-5	7	.	-2	-5	2	3
Cc1oc2cc3oc(=O)cc(C)c3cc2c1C	-2	-5	0	2.6	-9	-3	4	1

Next part:
SMILES	PGC1a acetyl inh	RAD54 branch	Cneo AK release	E-selectin induc	miR-122 sensor	RAD52 inh	PglD DTNB	ERAP1 HTS inh
Cc1ccc(C2N(C)C(=O)c3ccccc3N2C)cc1 (stereo not drawn)	.	-10	-1	0.0	.	-8	6	-12
COCc1cc(C)nc(SCC(=O)Oc2ccccc2)c1C#N	-1	1	6	4.0	-7	-19	-3	-3
COc1cc2c(cc1OC)C(=O)N(C)CC2	3	3	-1	.	-6	2	4	-1
O=C(Cc1c(F)cccc1Cl)N1CCOCC1	10	.	.	5.4	.	-5	.	2
Cc1cccc(OCC(=O)Nc2ncn[nH]2)c1C	0	-3	0	-0.4	-6	-4	-3	.
Cc1ncc(CO)c2cc(-c3nnc(Nc4ccc5c(c4)OCO5)s3)c(=O)oc12	6	-1	0	3.8	5	1	-4	-1
COc1cccc(C#Cc2ccc([C@H]3[C@@H](CO)N(C(=O)C4CCCC4)[C@H]3C#N)cc2)c1	-16	.	.	0.2	.	35	.	6
CCc1cccc(NC(=O)COC(=O)c2c(-c3ccccc3)noc2C)c1	-3	-9	-2	1.0	-3	-53	4	-2
CC(C)OC(=O)c1nnn(-c2nonc2N)c1CSc1ccccn1	-4	-7	0	.	-1	.	1	.
CC(C)N(Cc1ccccc1)C(=O)COC(=O)/C=C/c1cnc2ccccc2n1	-22	.	.	-1.5	.	-5	.	-3
Cc1cccc(OCC(O)CN2CCNCC2)c1 (stereo not drawn)	-2	0	-3	.	-2	-8	-3	0
COc1ccc(Cn2c(C)nnc2-c2cnn(C)c2N)cc1	-4	.	.	3.4	1	-8	.	5
CN1CCN(c2nc(-c3ccncc3)nc3ccccc23)CC1	-31	87*	-1	.	-15	.	-1	.
O=C(C[C@H]1CC[C@H]2[C@@H](COC[C@@H](O)CN2Cc2nccs2)O1)NCc1ccc(Cl)cc1	10	0	2	-0.1	4[16.7 µM]	-3	3	0
Cc1ccc(C)c(N2CCN(S(=O)(=O)c3c(C)[nH]c(C)c3C(=O)N3CCCCC3)CC2)c1	-2	-8	0	.	4	-2	0	-2

The listing continues.
SMILES	PGC1a acetyl inh	RAD54 branch	Cneo AK release	E-selectin induc	miR-122 sensor	RAD52 inh	PglD DTNB	ERAP1 HTS inh
C=CC[C@H](CC(=O)NCCO)C(=O)NC[C@H](OC(=O)[C@@H](CC=C)Cc1ccc(F)cc1)c1ccccc1	0	-6	1	0.0	0	-6	5	4
CCCc1nnc(SCC(=O)N2CCCC2)n1CC1CCCO1 (stereo not drawn)	5	3	1	.	-4	.	0	.
CN[C@H]1C[C@@H](c2ccccc2)N(C(C)=O)C[C@H]1CO	4	-9	0	0.2	-4	5	-2	.
O=C(Cc1ccccn1)N[C@@H]1CC[C@@H](CCNS(=O)(=O)c2cccc(F)c2)O[C@@H]1CO	4	8	-1	0.0	44[16.7 µM]	-1	2	0
CCOC(=O)CSc1nc2sc3c(c2c(=O)n1-c1ccccc1)CCN(C(C)C)C3	14	26	-2	0.0	-7	10	4	-3
OC(C#CCN1CCOCC1)c1cccs1 (stereo not drawn)	4	-1	3	.	-7	.	5	.
C[C@H]1COC(=O)[C@@H](Cc2ccc(F)cc2)C/C=C\C[C@H](CC(=O)NCCO)C(=O)N1	.	3	13	0.4	-6	7	-3	.
COc1ccc(-c2ccc3c(c2)O[C@H](CN(C)C(C)=O)[C@@H](C)CN([C@H](C)CO)S3(=O)=O)cc1	7	-28	-1	0.2	17[16.7 µM]	4	3	2
O=C(NCc1ccccc1)[C@H]1[C@H](CO)[C@H]2Cn3c(cccc3=O)[C@@H]1N2Cc1cccnc1	-1	3	-2	-1.6	-2[16.7 µM]	2	2	1
CC(C)(C)C(=O)NC(=S)Nc1cc(C(F)(F)F)ccc1N1CCOCC1	-9	3	1	.	1	.	8	.
COc1ccnc(Oc2ccc(F)cc2)c1C(=O)N/C=N/OCc1ccc(Cl)cc1Cl	-6	11	0	.	0	6	4	-2
Cc1ccc(CC2SC(N=C(N)N)=NC2=O)cc1 (stereo not drawn)	5	-8	0	0.1	-9	-19	5	-1
CC=Cc1ccc2n(c1=O)C[C@H]1[C@H](CO)[C@@H](C(=O)N[C@@H](C)c3ccccc3)[C@@H]2N1CC1CC1 (mixture of isomers)	.	0	-1	-0.1	-1[16.7 µM]	-3	-3	1
O=C(COc1ccccc1[N+](=O)[O-])NCC1COc2ccccc2O1 (stereo not drawn)	12	8	-1	-0.2	0	1	4	1
COc1ccc2sc(-c3ccccc3OC)c(-c3ccc4c(c3)OCCO4)c2c1	-4	-4	0	-0.2	-3	-8	6	0
CCOC(=O)Cn1nnnc1CN(Cc1ccc(OC)cc1)Cc1cc2cc(C)ccc2[nH]c1=O	15	-11	24	.	-3	.	6	.
Cc1noc(C)c1S(=O)(=O)N(C)C[C@@H]1Oc2ccc(NS(C)(=O)=O)cc2CC(=O)N([C@@H](C)CO)C[C@H]1C	-3	-2	-1	0.2	4[16.7 µM]	-4	0	.
